V1aR counter – counter-screen for oxytocin receptor agonists: human V1a receptor agonists. CHO-V1R cells, Fluo-8 calcium fluorescence, agonist mode; 0% DMSO, 100% 3 nM vasopressin. activation, % at 3 µM. 320,000 compounds, 0.25% hits. AID 2797;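 active means activation above the mean activation of all tested compounds plus 3 SD, per screening run, cut at about 20% in these data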;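 further: signal is peak over basal fluorescence ratio across a 100 second FLIPR read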
VIM-2 inh – inhibitors of Pseudomonas aeruginosa VIM-2 metallo-beta-lactamase. purified VIM-2, nitrocefin hydrolysis, epi-absorbance fluorescence. inhibition, % at 5.6 µM. AID 1527. 290,000 compounds, 0.89% hits;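 active means inhibition above the mean of all tested compounds plus 3 SD, cutoff set per screening run, cut at about 7.5% in these data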;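 further: red hydrolysis product quenches plate fluorescence so inhibitors raise well fluorescence; 0% = enzyme with DMSO and 100% = DMSO without enzyme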
GalR3 antag – antagonists of human GalR3 | O60755 | HEK293 GalR3-CNG cAMP membrane potential fluorescence; galR3 body fused to GalR1 C-terminus | inhibition, % at 3 µM | 360,000 compounds, 0.44% hits | AID 651719;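 active means inhibition above the screen-wide average plus 3 SD, cut at about 13% in these data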;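 further: forskolin and galanin both at EC90 stimulate the cells; cAMP rise reported by CNG channel membrane potential dye signal; 0% = forskolin plus galanin with DMSO and 100% = forskolin alone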
GPR7 antag – human neuropeptides B/W receptor 1 antagonism; P48145; AID 1861; GPR7-expressing cells, fluorescence antagonist assay; inhibition, % at 4.4 µM; 290,000 compounds, 1.1% hits; in the data active means inhibition above about 16%, passing the limit was not always enough;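 further: cells stimulated with the agonist NPW; 0% = agonist with vehicle and 100% = vehicle without agonist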
Target sequence (P48145 whole entry, looked up): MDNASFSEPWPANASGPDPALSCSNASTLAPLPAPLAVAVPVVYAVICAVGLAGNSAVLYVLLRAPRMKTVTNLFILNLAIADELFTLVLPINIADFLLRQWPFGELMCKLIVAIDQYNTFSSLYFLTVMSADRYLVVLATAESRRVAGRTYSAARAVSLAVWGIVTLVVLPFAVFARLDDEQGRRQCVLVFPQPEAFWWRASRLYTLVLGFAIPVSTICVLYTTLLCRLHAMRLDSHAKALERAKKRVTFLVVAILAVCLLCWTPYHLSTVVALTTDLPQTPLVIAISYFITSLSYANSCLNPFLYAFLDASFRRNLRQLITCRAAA
FID counter – displaces DNA intercalator in HCV helicase counter-screen; DNA fluorescent intercalator displacement, fluorescence; inhibition, % at 7.9 µM; AID 1845; 290,000 compounds, 0.17% hits; in the data active means inhibition above about 37%;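 further: 0% = vehicle and 100% = reference compound; higher means more ethidium bromide displaced from hairpin DNA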
PHOSPHO1 block – blocks human PHOSPHO1 phosphatase activity. AID 1565. inhibition, % at 13.3 µM. 290,000 compounds, 1.1% hits. recombinant PHOSPHO1, absorbance phosphatase assay; in the data active means inhibition above about 60%
Target sequence (Q8TCT1 whole entry, looked up): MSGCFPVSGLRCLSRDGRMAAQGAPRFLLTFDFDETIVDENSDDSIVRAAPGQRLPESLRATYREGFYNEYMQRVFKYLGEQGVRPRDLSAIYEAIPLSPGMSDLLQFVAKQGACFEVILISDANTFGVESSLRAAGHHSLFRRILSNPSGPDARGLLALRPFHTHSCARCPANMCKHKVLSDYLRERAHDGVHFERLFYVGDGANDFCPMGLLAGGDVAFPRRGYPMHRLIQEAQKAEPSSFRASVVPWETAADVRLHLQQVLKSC
IMP-1 inhibitor – blocks Pseudomonas aeruginosa IMP-1 metallo-beta-lactamase; purified IMP-1, nitrocefin hydrolysis, epi-absorbance fluorescence; 290,000 compounds, 0.45% hits; inhibition, % at 5.6 µM;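 active means inhibition above the mean plus 3 SD of all compounds in the same screening run, cut at about 4.5% in these data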;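 further: 0% = IMP-1 with DMSO and 100% = DMSO wells lacking enzyme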
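Assay system: purified IMP-1; Quantity: IMP-1 0.2 nM before substrate addition; Medium: HEPES buffer pH 7.1 with ZnSO4 and Brij 35; Incubation: 15 min enzyme–compound preincubation, then 25 min nitrocefin reaction, 25 °C; Signal: fluorescence quenching readout, ex 480/em 530 nm; Controls: DMSO with and without IMP-1; Repeats: singlicate testing.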
OXTR agonist – human OXTR agonism | P30559 | 320,000 compounds, 0.32% hits | activation, % at 3 µM | CHO-OTR cells, Fluo-8 calcium fluorescence; normalized: DMSO 0%, oxytocin 100%;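 active means activation above the mean of all tested compounds plus 3 SD, cutoff set per screening run, cut at about 20% in these data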;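 further: peak over basal fluorescence ratio from a 100 s FLIPR kinetic read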
Target sequence (P30559 whole entry, looked up): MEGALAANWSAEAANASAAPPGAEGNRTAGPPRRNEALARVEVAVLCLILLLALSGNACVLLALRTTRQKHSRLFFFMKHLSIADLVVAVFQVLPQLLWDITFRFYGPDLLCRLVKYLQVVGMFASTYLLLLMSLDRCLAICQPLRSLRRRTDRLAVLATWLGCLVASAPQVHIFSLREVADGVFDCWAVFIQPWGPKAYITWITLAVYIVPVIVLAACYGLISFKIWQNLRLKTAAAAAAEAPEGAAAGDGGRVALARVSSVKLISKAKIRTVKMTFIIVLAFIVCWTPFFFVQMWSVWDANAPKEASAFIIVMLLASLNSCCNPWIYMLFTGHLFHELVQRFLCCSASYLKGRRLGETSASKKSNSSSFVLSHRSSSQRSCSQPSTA
HCV NS3 hel inh – blocks Hepatitis C virus NS3 helicase unwinding; NS3 helicase DNA unwinding, Cy5 molecular beacon fluorescence; 290,000 compounds, 0.56% hits; inhibition, % at 10.9 µM;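 active means inhibition above the mean of all tested compounds plus 3 SD, set per campaign, cut at about 35% in these data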;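 further: 0% = DMSO wells and 100% = thioflavine S control wells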
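assay system = NS3 helicase fragment of HCV | buffer or medium = MOPS pH 6.5, MgCl2, DTT, Tween20, BSA | timing = 60 min unwinding reaction at 25 °C after ATP addition | signal = Cy5 beacon fluorescence read at start and 1 h | read-out basis = % inhibition of unwinding | control set = low DMSO, high thioflavine S at 110 µM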
The depositor's hits bear a star; nt = not tested or not shown.

SMILES	V1aR counter	VIM-2 inh	GalR3 antag	GPR7 antag	FID counter	PHOSPHO1 block	IMP-1 inhibitor	OXTR agonist	HCV NS3 hel inh
COCCCN(C(=S)Nc1cc(C)cc(C)c1)C(C)c1ccncc1 (stereo unspecified)	-0.2	-2.7	-4	-7	-1	-15	-0.9	0.5	6
COc1cc(OC)nc(NC(=O)CSc2nc3ccccc3[nH]2)n1	1.4	-1.9	-1	4	-4	-31	-2.1	1.6	-1
COc1ccc(C(O)(CCC(C)C)C(CN2CCOCC2)c2ccccc2)cc1 (stereo unspecified)	nt	-1.6	-11	-3	-17	24	-1.8	nt	-25
COc1cc(C)c(NC(=O)C(=S)NCc2ccccc2)cc1C	0.3	-1.7	-6	7	-1	37	-0.7	-1.6	-1
CCOC(=O)c1ccccc1NC(=O)CSc1nc2ccccc2o1	-0.6	-0.4	-3	0	1	11	-2.1	-1.1	-5
Cc1cnc(CN(C)C(=O)CC2C(=O)NCCN2CCCc2ccccc2)[nH]1 (stereo unspecified)	-0.5	-1.8	-1	-2	0	23	-0.9	0.3	-5
Cc1ccc(OCC(=O)NN=C2c3ccccc3-c3ccccc32)cc1	-0.2	-3.3	-3	0	1	18	-1.5	0.6	0
Cc1ccc(-n2nc(C)cc2Nc2ncc(Cl)cc2Cl)cc1	-2.0	0.0	-4	-12	-18	4	-0.3	-3.2	8
CCC/C(C)=C/c1ccc(CC)cn1	nt	-0.8	-9	-11	-5	41	-0.9	nt	-1
COc1cc(OC)cc(C(=O)N[C@H](C(=O)Nc2nc(-c3ccc(F)c(F)c3)cs2)C(C)C)c1	0.4	-1.5	-4	-7	-13	21	-2.5	-1.3	-2
Cc1ccn2c(C(=O)N/N=C/c3ccc(Cl)cc3)c(C)nc2c1	nt	-1.5	-11	6	-6	32	-3.6	nt	-5
COc1ccc2c(c1)CCC/C2=N/OC(=O)c1ccccc1OC	-1.1	-2.6	-5	-20	-37	40	-3.4	-1.5	-4
CCc1ccccc1NC(=O)c1cc(-c2ccc3c(c2)OCO3)on1	1.4	2.1	-8	-17	-3	12	0.3	1.5	-1
CCOC(=O)Cn1c(=N)n(CCOc2ccc(F)cc2)c2ccccc21	1.2	-3.3	-4	2	12	-17	-2.7	1.4	-37
CN1N=C(/C=C/c2ccccc2)CCC1=O	15	-3.3	-6	1	0	32	-1.9	-0.4	8
COc1ccc(/C=C(\NC(=O)c2ccc(C)cc2)C(=O)NCC2CCCO2)cc1 (stereo unspecified)	0.7	-1.3	-4	-9	-11	3	-2.4	0.0	-1
CC(C)OCCCNC(=O)c1ccccc1NC(=O)C1=CSCCO1	1.7	-1.6	3	-18	-28	10	-0.3	0.3	-7
Cc1ccc(OCCNC(=O)c2ccccc2O)cc1	4.6	-2.8	3	-1	-9	24	-0.8	1.2	-2
CC1CCN(C(=O)CSc2nnc(-c3cccnc3)n2C2CCCCC2)CC1	0.1	-2.1	-6	-11	-37	-11	-3.3	0.7	10
Cc1cc(N2CCCC(C(=O)Nc3ccc4c(c3)CCC4)C2)n2ncnc2n1 (stereo unspecified)	-0.1	-4.2	3	10	-16	10	-2.1	0.0	-1
CC(C)(C)c1cc(NC(=O)CSc2nnc(N)s2)n(-c2ccccc2)n1	0.1	-1.1	-2	-7	-4	-14	-0.2	-1.5	7
COc1ccc(-c2cc(C(F)(F)F)c(C#N)c(SCC(=O)Nc3ccccc3C#N)n2)cc1	1.8	0.4	nt	-11	3	11	-1.8	2.3	-2
O=C(c1cc(C2CC2)nc2ccc(Br)cc12)N1N=C(C(F)F)CC1(O)C(F)F (stereo unspecified)	-1.2	-4.1	-5	-6	-7	7	-3.2	-0.6	-10
CNC(=S)/N=C/NOCc1c(Cl)cccc1Cl	6.8	-3.8	-1	-4	-12	33	-2.2	4.4	-12
O=C(/C=C/c1cccc([N+](=O)[O-])c1)OC1CCCCC1=O (stereo unspecified)	0.7	-3.6	-2	-8	4	-14	-2.9	0.1	4
Cc1noc(C(=O)NCC2CCCO2)c1Cl (stereo unspecified)	0.5	-3.9	-2	-4	0	16	-1.6	-0.3	-1
CCn1cc(C(=O)N2CCc3ccccc32)c(=O)c2cc(S(=O)(=O)N3CCCC3)ccc21	1.3	-2.7	-3	-6	-24	-3	-3.4	-0.5	10
Cc1ccc(S(=O)(=O)N(CC(=O)N2CCC(C)CC2)Cc2ccccc2F)cc1	-0.9	-5.4	-8	0	-28	-29	-2.5	-1.2	-8
CN(CCC1CCOCC1)Cc1cn[nH]c1-c1ccc(-c2ccccc2)cc1	0.0	-1.1	-7	4	18	32	-2.3	1.0	-10
COc1ccc(NC(=O)C(F)(F)F)cc1OC	-0.5	-2.1	-2	3	2	30	-1.7	-0.5	-9
O=c1c2c3c(sc2nc(NCCO)n1CCc1ccccc1)CCCCC3	-0.4	-1.9	-3	0	-10	-6	-3.5	-0.3	-9
COC(=O)c1cc(C#N)c(Oc2ccccc2OC)nc1C	-1.1	-0.8	-3	-2	-4	11	-2.1	-2.8	-7
CCOc1ccc(NC(=O)COC(=O)CCS(=O)(=O)c2ccc(C)cc2)cc1	1.5	-2.4	-4	-2	-12	46	-3.6	0.4	1
O=C(OCc1c(F)cccc1Cl)c1cnc(Cl)c(Cl)c1	-0.7	0.4	-11	-11	-4	-27	-2.3	-1.3	3
COc1ccc(C(C[N+](=O)[O-])C2(c3ccc(OC)c(OC)c3)C(=O)c3ccccc3C2=O)cc1 (stereo unspecified)	0.3	-1.5	nt	3	2	-2	-1.6	-1.2	6
CCCNC(=O)Cc1c(O)c2ccccc2[nH]c1=O	-0.1	0.1	-5	0	-1	14	-4.4	0.8	-9
CC(C)c1ccc(Nc2nnc(SCC(=O)c3nnc(-c4ccccc4)o3)s2)cc1	-0.3	-9.4	-2	-4	-17	23	-3.0	-1.3	42*
CCCCCC1CCC(C(=O)O)CC1 (stereo unspecified)	1.0	-0.3	5	11	4	14	-0.7	0.2	8
CCOc1ccc(CCNC(=O)CCc2nc3ccccc3[nH]2)cc1OCC	-0.8	-1.5	-5	-15	-10	-10	1.5	-0.3	-6
CC(C(=O)Nc1ccccc1)N1CCN(c2ccccn2)CC1 (stereo unspecified)	0.6	-0.5	-8	-2	-11	45	-3.5	-0.6	-3
Cc1ccc(NCN2C(=O)C3C4C=CC(C4)C3C2=O)cc1 (stereo unspecified)	1.1	-2.5	-6	3	3	10	-4.5	0.5	5
CCCOc1ccc(CN(C)c2ncnc(N)n2)cc1	0.0	-1.8	-6	5	-13	29	-2.2	-1.2	-4
CCC(CC)C(=O)OCC(=O)Nc1ccc(S(=O)(=O)N2CCOCC2)cc1OC	0.9	0.5	-5	7	-29	9	2.8	-1.8	-3
CC1=NNC(=O)C1CC(=O)N/N=C/c1ccncc1 (stereo unspecified)	0.9	2.3	-3	20	0	33	0.9	-0.6	25
CC(=O)c1nn(-c2ccc(Br)cc2)cc1C(=O)c1ccccc1	-0.6	-1.2	-4	-8	-4	-3	-1.4	-1.9	8
COc1ccc(/C=C/C(=O)Nc2cc(C)nn2-c2nc3ccccc3[nH]2)cc1	1.3	-4.0	1	-3	0	1	3.2	-0.8	-2
Cc1ccc(-n2ncc3c(=O)[nH]c(SCC(=O)N4CCOCC4)nc32)cc1	1.0	1.2	9	4	-2	-3	-0.5	-0.3	-8
CCC1CN(C(=O)N2CCC(C(=O)NCCc3ccc(OC)cc3OC)CC2)c2ccccc2O1 (stereo unspecified)	6.5	-3.3	3	14	-63	49	-1.4	3.3	-4
O=C(Nc1ccccc1)Nc1ccccc1-n1ccnc1	0.1	-5.2	-4	1	0	-1	-4.8	-0.3	8
COC(=O)/C=C1\OC(c2ccccc2)=CC1=O	0.9	-2.5	nt	-8	-6	-28	-0.2	1.1	10
CC1(C)C([N+](=O)[O-])C(c2ccc(O)cc2)NC(c2ccc(O)cc2)C1[N+](=O)[O-] (stereo unspecified)	1.7	-4.3	-6	-6	-4	-8	-1.7	5.7	-4
O=C(Cn1cncn1)N/N=C/c1c2ccccc2cc2ccccc12	0.6	3.0	2	6	-14	11	-1.4	0.5	4
CCN1C(=NCCc2cccs2)N[C@@H](c2cccs2)C(C(=O)OC)=C1C	-0.3	0.1	nt	24	24	-103	0.6	3.5	-49
COc1ccccc1N1CCN(C(=O)CN(c2ccc(C)c(C)c2)S(C)(=O)=O)CC1	0.8	-2.9	-4	10	-35	3	-2.2	0.5	0
O=C(Nc1nnc(S(=O)(=O)N2CCOCC2)s1)c1ccc(F)cc1	2.8	-5.2	nt	17	-2	-14	-5.0	1.9	17
CN1CC(=O)Nc2ccc(F)cc2C1=O	0.1	-3.7	-8	-10	-1	-55	-3.2	0.6	5
O=C(CC1SCCNC1=O)Nc1ccc(F)c(Cl)c1 (stereo unspecified)	0.8	-2.4	-3	-5	0	-20	-3.1	1.1	-6
O=C(CN1CCCC1)Nc1ccc(S(=O)(=O)N2CCCCC2)cc1	2.0	-3.6	-8	8	8	6	-5.9	0.8	7
CNC(=S)/N=C/NOCc1ccc(Cl)cc1Cl	8.3	-0.7	-6	19	-5	16	0.7	9.2	-8
Cc1nn2c(=O)cc(COC(=O)c3ccc(NC(=O)C(C)(C)C)cc3)nc2s1	5.0	-2.9	1	-14	-24	40	-0.7	3.4	3

The final three records of the section above lead into the next.
SMILES	V1aR counter	VIM-2 inh	GalR3 antag	GPR7 antag	FID counter	PHOSPHO1 block	IMP-1 inhibitor	OXTR agonist	HCV NS3 hel inh
O=C(CN1CCCC1)Nc1ccc(S(=O)(=O)N2CCCCC2)cc1	2.0	-3.6	-8	8	8	6	-5.9	0.8	7
CNC(=S)/N=C/NOCc1ccc(Cl)cc1Cl	8.3	-0.7	-6	19	-5	16	0.7	9.2	-8
Cc1nn2c(=O)cc(COC(=O)c3ccc(NC(=O)C(C)(C)C)cc3)nc2s1	5.0	-2.9	1	-14	-24	40	-0.7	3.4	3
O=C(CCSc1ccc(F)cc1)Nc1ccc(-n2cnnn2)cc1	6.5	-2.3	-4	5	-2	-9	-3.5	8.9	-4
NC(=O)NC(=O)COC(=O)CN1C(=O)C2CCCCC2C1=O (stereo unspecified)	-0.4	-1.2	-3	2	0	-12	-0.8	-0.2	1
CCc1ccccc1NC(=O)CCNS(=O)(=O)c1ccc2c(c1)CCC(=O)N2	0.4	-2.5	3	-9	-12	45	-0.9	-0.1	-1
O=C(CCc1ccccc1)C(=O)N1CCCC(C(=O)c2cccc(Cl)c2)C1 (stereo unspecified)	1.3	-6.5	-3	2	-22	26	-3.1	1.7	7
COC(=O)c1c[nH]n2c(=O)cc(CCl)nc12	-0.3	-0.3	4	4	3	-18	-1.3	0.7	-3
Cc1ccc(NC2c3ncccc3C(=O)N2C2CCCCC2)cc1 (stereo unspecified)	-1.4	-3.9	-6	-5	-21	26	-3.2	-2.9	8

Compound activity as filed in PubChem.
